Bioassay records (PubChem BioAssay)
LGR2 antag = inhibitors of bursicon-induced Drosophila LGR2 receptor cAMP signaling | 380,000 tested, 0.35% active | inhibition, % at 9.99 µM | HEK293 LGR2, CRE-luciferase, bursicon-stimulated, 4 h;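 active means drop in luminescence signal, shown as inhibition above about 50% in the replicate tests, limit read from the data, passing the limit was not always enough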;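 further: agonist challenge used bursicon conditioned medium at about half maximal strength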
Xi reactivation = activators of X-chromosome reactivation in mouse fibroblasts; activation, % at 7.58 µM; 360,000 tested, 0.055% active; XiGFP mouse fibroblasts, % GFP-positive cells imaging, 3 d; cells co-treated with 5-aza-dC sensitizer; scaled so ellipticine positive control = 100%;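 active means mean normalized replicate activation at least 10% and every replicate at or above 10%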;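 further: 0% = median of on-plate neutral control wells and 100% = ellipticine 6 µM median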
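Material: XiGFP fibroblasts, SV40-immortalized. Buffer or medium: DMEM plus 5-aza-dC sensitizer. Compound: single concentration per compound, delivered by pin transfer. Times: 3 days compound exposure. Controls: ellipticine 6 µM.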
ERAP1 HTS inh = blocks human ERAP1 aminopeptidase activity; inhibition, % at 10.7 µM; Q9NZ08; 340,000 tested, 0.15% active; recombinant ERAP1, Leu-AMC fluorescence, 60 min;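 active means mean replicate inhibition of at least 30%, or all replicates individually reaching that 30% level; inactive means mean below 30% and not every replicate reaching it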;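 further: 0% = neutral control wells and 100% = L-leucinethiol positive control wells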
Cneo AK release = causes C. neoformans cell lysis | adenylate kinase release luminescence, 4 h; normalised: neutral wells 0, clomiphene wells 100 | lysis activity, % at 15 µM | 360,000 tested, 0.2% active | AID 651654;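 active means mean lysis activity across replicates of at least 80%, whatever share of replicates individually reach that level; inactive means mean lysis activity below 80%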
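Material – Cryptococcus neoformans yeast cells · Quantity – 5 × 10^6 yeast cells/mL · Buffer or medium – YPD medium · Compound – single dose · Timing – 4 h static compound exposure, 37 °C, read 1 h post-reagent · Signal – adenylate kinase release luminescence · Read-out basis – lysis from increased AK signal · Benchmarks – Clomiphene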
SIRT5 inh = sirtuin-5 (human) deacylase inhibition; inhibition, % at 15 µM; Q9NXA8; Purified SirT5, succinyl-peptide AMC, trypsin-coupled fluorescence; 330,000 tested, 1.1% active; in the data active means inhibition above about 15%
Target sequence (Q9NXA8 whole entry, looked up): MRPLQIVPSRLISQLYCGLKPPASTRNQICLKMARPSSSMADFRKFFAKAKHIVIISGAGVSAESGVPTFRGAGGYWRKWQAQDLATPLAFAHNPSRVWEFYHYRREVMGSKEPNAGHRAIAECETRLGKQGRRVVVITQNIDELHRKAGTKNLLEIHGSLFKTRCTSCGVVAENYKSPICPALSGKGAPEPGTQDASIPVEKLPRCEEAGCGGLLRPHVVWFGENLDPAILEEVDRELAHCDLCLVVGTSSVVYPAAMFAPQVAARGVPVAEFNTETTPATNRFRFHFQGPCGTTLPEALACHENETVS
Statin myotox sup = suppressors of simvastatin-induced myotoxicity in C2C12 myotubes; ATP luminescence, 48 h; scaled: DMSO 0, geranylgeraniol control 100; rescue of ATP level, % at 7.49 µM; 330,000 tested, 0.78% active; AID 602340;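 active means mean ATP rescue above about 67%, or every replicate alone reaching that limit, limit read from the data, passing the limit was not always enough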;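 further: myotubes were challenged with 10 µM simvastatin during compound exposure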
S100A4 MyoIIA = blocks human S100A4 binding to myosin IIA peptide | S100A4/TAMRA-MyoIIA peptide fluorescence polarization | 360,000 tested, 0.14% active | inhibition, % at 10.7 µM;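 active means mean inhibition of at least 70% across replicates, with every replicate also reaching that level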
Target sequence (P26447 whole entry, looked up): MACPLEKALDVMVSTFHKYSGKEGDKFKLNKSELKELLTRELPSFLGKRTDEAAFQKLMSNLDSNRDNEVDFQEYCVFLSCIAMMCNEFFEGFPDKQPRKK
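Assay system: human S100A4 monomer with TAMRA-labelled myosin IIA peptide / Buffer or medium: Calcium-containing HEPES buffer, pH 7.2 / Reagent: TAMRA-labelled myosin IIA heavy-chain peptide probe, 5 nM / Compound: one dose per compound / Timing: polarization read 5 min after assay mix addition, stable 5–60 min / Benchmarks: neutral control DMSO, positive control TFP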
PGC1a acetyl inh = lowers PGC1a acetylation signal in U2OS cells; inhibition, % at 15.6 µM; 350,000 tested, 0.17% active; AlphaScreen anti-acetyl-lysine; with virally co-expressed GCN5 acetyltransferase; AID 651687;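 active means every replicate shows inhibition of at least 40%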;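 further: 0% = neutral control wells and 100% = positive control wells; some results beyond the cut were filed as inactive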
* = called active by the depositor; nt = no result given.

SMILES | LGR2 antag | Xi reactivation | ERAP1 HTS inh | Cneo AK release | SIRT5 inh | Statin myotox sup | S100A4 MyoIIA | PGC1a acetyl inh
O=C(Nc1ccc(N2CCN(C(=O)c3cccs3)CC2)cc1)c1cccnc1 | -3 | 0.0 | 13 | 3 | 0 | 2 | -22 | nt
C[C@@H]1CCCCO[C@H](CN(C)C)[C@H](C)CN([C@@H](C)CO)C(=O)c2cc(NC(=O)Nc3ccc4c(c3)OCO4)ccc2O1 | 12 | 0.0 | nt | nt | nt | -13 | nt | -5
Cc1n[nH]c(=O)c2c(NC(=O)CSc3ccc(F)cc3)oc(C)c12 | 7 | 0.3 | 3 | nt | -3 | nt | 1 | nt
CCCN1[C@@H]2Cn3c(ccc(-c4ccccc4F)c3=O)[C@H]1[C@@H](C(=O)NCC)[C@@H]2CO | 9 | -0.1 | 2 | -2 | 1 | -8 | 3 | -4
COc1ccccc1N1CN(Cc2ccccc2)CNC1=S | -7 | 0.0 | 2 | -3 | nt | 6 | 3 | nt
Cc1c(C(=O)O)oc2ccc(S(=O)(=O)NC3CCCCCCC3)cc12 | 0 | 0.1 | -1 | -2 | 1 | nt | -4 | nt
Nc1nc(=O)n(C2CC(O)C(CO)O2)cc1Cl (configuration not stated) | 4 | 0.1 | 2 | 1 | nt | -3 | -3 | -2
COc1ccc(S(=O)(=O)N(C)C[C@@H]2Oc3ccc(NS(=O)(=O)c4ccc(C)cc4)cc3CC(=O)N([C@@H](C)CO)C[C@H]2C)cc1 | 5 | 0.0 | nt | -4 | nt | -4 | nt | -5
COc1ccc(NC(=O)C2Cc3c(-c4ccc(NC(C)=O)cc4)ccnc3O2)cc1OC (configuration not stated) | -6 | -0.1 | -3 | 0 | -3 | 39 | -2 | -18
O=C(CN1C2CCCC1CC(NC(=O)c1ccccc1)C2)Nc1ccccc1 (configuration not stated) | -12 | 0.2 | 2 | 0 | -1 | 0 | -5 | -20
CCCc1cc(=O)oc2cc(C)cc(OC(C)C(=O)NCc3ccncc3)c12 (configuration not stated) | 11 | 0.0 | 0 | 6 | -6 | -4 | -7 | -18
Cc1cccc(C)c1-n1nnnc1C(c1ccnc2ccccc12)N(C)Cc1ccccc1 (configuration not stated) | -10 | 1.5 | 0 | nt | 0 | nt | 0 | nt
CN(CC(=O)Nc1ccc(Cl)cc1)CC(=O)Nc1cc(Cl)ccc1C#N | 10 | nt | -2 | 0 | -6 | 36 | -12 | -9
COc1cccc(CN2CCN(Cc3nc4c(s3)CCCC4)CC2CCO)c1 (configuration not stated) | -9 | 1.3 | 0 | nt | -3 | nt | -1 | nt
C[C@@H](C(=O)NCC1CC1)[C@H]1C[C@]1(C)[C@H](NC(=O)OCc1ccccc1)c1ccccc1 | -12 | 0.0 | -5 | 0 | 3 | 13 | 2 | -19
COCC(=O)N1C[C@H](C)[C@@H](OC)CN(C)C(=O)c2ccc(NC(=O)c3ccc(F)cc3)cc2OC[C@H]1C | 21 | 0.0 | -1 | 0 | 5 | -3 | -9 | -4
C[C@@H]1CN([C@H](C)CO)C(=O)c2cccc(NC(=O)c3nc4ccccc4s3)c2O[C@H]1CN(C)Cc1ccncc1 | -16 | 0.0 | -9 | 3 | -4 | 7 | 7 | 6
O=C(CN1CCCCC1)Nc1scc2c1c(=O)oc1ccccc12 | nt | 0.0 | -1 | 1 | 0 | -16 | -3 | 3
COCCNC(=O)c1ccc(CSc2nc3ccccc3s2)cc1 | -27 | 0.0 | -1 | 0 | 3 | -1 | -2 | 4
O=C(Nc1ccccc1)C1CCCN(C(=O)c2ccc(Cl)cc2)C1 (configuration not stated) | nt | 0.0 | -4 | nt | -4 | nt | -4 | nt
COc1cc(OC)nc(Nc2nc(C(N)COCc3ccccc3)cs2)n1 (configuration not stated) | -14 | 0.1 | -1 | -13 | -1 | -38 | 9 | -15
COC(=O)c1cc(S(=O)(=O)N2CCOCC2)ccc1Sc1ccccc1N | -27 | nt | nt | -11 | nt | 30 | nt | -17
COC(=O)c1ccccc1NC(=S)NC(=O)c1ccc2c(c1)OCO2 | -20 | 0.1 | -3 | 1 | 0 | -10 | 1 | nt
O=C(N/N=C/c1ccccc1C(=O)O)C(=O)N1CCCCC1 | -4 | 0.1 | -7 | 5 | 0 | 0 | 0 | 16
COCC(=O)N1CC2(C1)CN(S(C)(=O)=O)[C@H](CO)c1[nH]c3cc(OC)ccc3c12 | -8 | 0.4 | -2 | nt | -1 | nt | 21 | 0

The closing three records of the part above lead into the next:
SMILES | LGR2 antag | Xi reactivation | ERAP1 HTS inh | Cneo AK release | SIRT5 inh | Statin myotox sup | S100A4 MyoIIA | PGC1a acetyl inh
COC(=O)c1ccccc1NC(=S)NC(=O)c1ccc2c(c1)OCO2 | -20 | 0.1 | -3 | 1 | 0 | -10 | 1 | nt
O=C(N/N=C/c1ccccc1C(=O)O)C(=O)N1CCCCC1 | -4 | 0.1 | -7 | 5 | 0 | 0 | 0 | 16
COCC(=O)N1CC2(C1)CN(S(C)(=O)=O)[C@H](CO)c1[nH]c3cc(OC)ccc3c12 | -8 | 0.4 | -2 | nt | -1 | nt | 21 | 0
COc1ccc(NC(=O)Nc2cccc3c2O[C@H](CN(C)C)[C@H](C)CN([C@H](C)CO)C3=O)cc1 | 20 | -0.9 | 0 | -4 | -2 | 2 | 38 | 1
COC(=O)c1cc2c(N)c(C(=O)c3ccc(Cl)cc3)sc2nc1C(OC)OC | 8 | -0.1 | 4 | nt | -2 | nt | -1 | nt
CCC(=O)N=c1sc2ccccc2n1-c1ccccc1 | -22 | 0.0 | -6 | nt | 8 | 1 | -1 | -10
CSCCC(NC(=O)c1ccco1)C(=O)N1CC(C)OC(C)C1 (configuration not stated) | 10 | -0.1 | -4 | -1 | -11 | 5 | -7 | 5
COc1ccc(S(=O)(=O)N(C)C[C@H]2OCCCC[C@H](C)Oc3ccc(NS(=O)(=O)c4cccs4)cc3C(=O)N([C@@H](C)CO)C[C@H]2C)cc1 | -1 | 0.1 | 2 | 1 | 7 | nt | 3 | -13
CC(Sc1ccsc1[N+](=O)[O-])C(=O)N1CCN(c2ccccn2)CC1 (configuration not stated) | 5 | 0.2 | -1 | -3 | -1 | nt | -2 | 3
O=C(C[C@@H]1C[C@H]2c3cc(NC(=O)Nc4ccc(F)cc4)ccc3O[C@H]2[C@@H](CO)O1)NC1CCCC1 | -3 | 0.2 | 1 | 1 | -1 | -3 | 8 | -6
C[C@H]1CN([C@@H](C)CO)C(=O)Cc2cc(NS(=O)(=O)c3cccs3)ccc2O[C@@H]1CN(C)CC1CCCCC1 | -1 | 0.4 | 5 | 11 | 1 | -16 | -2 | 7
COc1ccc(CNC(=O)C[C@H]2C[C@H]3c4cc(NC(=O)CC5CC5)ccc4O[C@H]3[C@H](CO)O2)cc1 | -12 | 0.1 | nt | -4 | nt | -3 | nt | 5
CC1Cn2c(nc3sc4c(c3c2=O)CC(C)(C)OC4)N1CCO (configuration not stated) | -1 | 0.0 | 0 | 3 | -5 | 1 | 0 | 5
O=C(Oc1ccc(Br)cc1)c1cccc(S(=O)(=O)N2CCOCC2)c1 | 10 | 0.3 | 3 | -1 | -7 | 19 | -3 | nt
C=CCC[C@H](Cc1ccc(F)cc1)C(=O)OC[C@H](Cc1c[nH]c2ccccc12)NC(=O)[C@@H](CC=C)CC(=O)N[C@H](CO)Cc1ccccc1 | 19 | 0.5 | -2 | 1 | -1 | 1 | 3 | nt
O=C1c2ccccc2-c2n[nH]c3cccc1c23 | -12 | 0.4 | 0 | -2 | nt | nt | 3 | -6
COc1cc(C(=O)OCC(=O)Nc2ccc(N3CCOCC3)cc2)ccc1OCC(C)C | 3 | 0.3 | 10 | nt | -1 | nt | -8 | nt
Cc1ccc(S(=O)(=O)N(C)C[C@H]2OCCCC[C@@H](C)Oc3ccc(NS(=O)(=O)c4ccc(F)cc4)cc3C(=O)N([C@H](C)CO)C[C@@H]2C)cc1 | -1 | -0.1 | 1 | -2 | 8 | 8 | -12 | -7
CCOC(=O)N1CCN(c2c(NCCCN3CCCCCC3)c(=O)c2=O)CC1 | -15 | 0.3 | -3 | -1 | 0 | -7 | -6 | 0
Cn1cc(CN(CCO)Cc2cccs2)c(-c2cccc(Cl)c2)n1 | -5 | 0.0 | -2 | 0 | -4 | nt | -17 | nt
OC[C@H]1Nc2ccc(-c3ccccc3)cc2[C@@H]2[C@H]1CCN2Cc1ccccc1F | 10 | 0.2 | -3 | 69 | -5 | -18 | -1 | -24
CNC(=O)c1ccccc1-c1cn(C)c2ccccc2c1=O | -3 | -0.1 | -1 | -2 | -1 | 0 | -3 | -1
C[C@H]1CN([C@@H](C)CO)C(=O)c2cc(NC(=O)Cc3cn(C)c4ccccc34)ccc2O[C@@H]1CN(C)S(=O)(=O)c1cn(C)cn1 | 5 | -1.2 | 8 | 5 | 5 | 0 | 10 | -2
N#Cc1c(NC(=O)C2CC(c3ccccc3O)=NO2)sc2c1CCC2 (configuration not stated) | 14 | -0.2 | 6 | 0 | 2 | 6 | -1 | 13
Cc1ccc(OC(=O)c2ccc(C)c([N+](=O)[O-])c2)cn1 | 14 | -0.1 | 0 | 0 | 0 | -2 | 2 | 3
CC(=O)N(C)C[C@@H]1OCc2ccccc2-c2c(n(C)c3ccccc23)C(=O)N([C@@H](C)CO)C[C@H]1C | -1 | -0.2 | 2 | 1 | 1 | nt | -1 | 4
O=C(NCc1cccc(Br)c1)c1cc(-c2ccccc2)nn1CC1CC(c2cccnc2)=NO1 (configuration not stated) | 12 | -0.1 | -1 | 1 | -3 | -5 | 3 | 4

Compounds shown so far containing a cyano group (2):
SMILES | LGR2 antag | Xi reactivation | ERAP1 HTS inh | Cneo AK release | SIRT5 inh | Statin myotox sup | S100A4 MyoIIA | PGC1a acetyl inh
CN(CC(=O)Nc1ccc(Cl)cc1)CC(=O)Nc1cc(Cl)ccc1C#N | 10 | nt | -2 | 0 | -6 | 36 | -12 | -9
N#Cc1c(NC(=O)C2CC(c3ccccc3O)=NO2)sc2c1CCC2 (configuration not stated) | 14 | -0.2 | 6 | 0 | 2 | 6 | -1 | 13

Copied from the list:
In Statin myotox sup, COC(=O)c1cc(S(=O)(=O)N2CCOCC2)ccc1Sc1ccccc1N is entered as 30
In Xi reactivation, C[C@H]1CN([C@@H](C)CO)C(=O)Cc2cc(NS(=O)(=O)c3cccs3)ccc2O[C@@H]1CN(C)CC1CCCCC1 is entered as 0.4
In S100A4 MyoIIA, O=C1c2ccccc2-c2n[nH]c3cccc1c23 is entered as 3
In Statin myotox sup, O=C(CN1C2CCCC1CC(NC(=O)c1ccccc1)C2)Nc1ccccc1 (configuration not stated) is entered as 0
In ERAP1 HTS inh, O=C(N/N=C/c1ccccc1C(=O)O)C(=O)N1CCCCC1 is entered as -7

Some of the compounds tested (hit frequency here may not be typical).
